HTR5A ag ctr: HTR5A agonists in luminescence cell assay, primary screen, counter-screen for OPRM1-OPRD1 heterodimer agonist project, full-deck HTS; cell-based; activation, % at 9.3 µM; actives 0.61% (n = 340,000); in the data active = activation mostly above about 9.5%, no sharp cut-off; inactive = mostly below about 7.6%;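 also: 0% = cells with vehicle only and 100% = reference agonist; strong numbers were not always called active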
HTR5A inv ctr: HTR5A inverse agonists in luminescence cell assay, primary screen, counter-screen for OPRM1-OPRD1 heterodimer inverse agonist project, full-deck HTS; actives 0.083% (n = 340,000); 5-hydroxytryptamine receptor 5A (Homo sapiens), P47898; inhibition, % at 9.3 µM; HTR5A cell line, inverse agonism; in the data active = inhibition mostly above about 23%, no sharp cut-off; inactive = mostly below about 18%;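 also: 0% = cells with DMSO and 100% = no-cell wells with DMSO; some compounds called inactive have numbers as strong as hits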
Arrestin-AP2 inh: inhibitors of beta-arrestin/AP2 binding, primary screen, biochemical, GPCR trafficking, flow cytometry | beta-arrestin 1 C-terminal peptide binding to AP2 beta2-adaptin appendage (human) | FITC-arrestin peptide / GST-AP2 beads; AP2 beta2 appendage carries R879A mutation | actives 0.31% (n = 340,000) | AID 504490, 2011 | inhibition, % at 10 µM;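 active = inhibition above a set limit, near 3 SD of compounds lacking own fluorescence, cut at about 54% in these data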;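 also: plate controls were DMSO wells for no effect and 5 µM unlabelled arrestin peptide for full effect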
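Material – AP2 appendage R879A on GSH beads · Buffer or medium – PBS with 0.05% Tween 20 and 0.1% BSA · Probe or stimulus – fluorescein-tagged arrestin peptide at 50 nM final · Incubation – compound with beads 12 min RT, then probe 1 h RT · Detection – high-throughput flow cytometry of beads, ex 488, em 535 nm · Evaluation – percent response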
V-ATPase pH: regulators of yeast V-ATPase proton pumping, primary screen, pHLuorin cytosolic pH fluorescence. S. cerevisiae. response, % at 10 µM. actives 0.37% (n = 350,000). AID 504577, 2011; in the data active = response mostly above about 7.3%, no sharp cut-off; inactive = mostly below about 5.4%; also: actives read high; inactives centre near 0; some compounds called inactive have numbers as strong as hits; reference of the scale not given here
MOR-DOR ag: agonists of OPRM1-OPRD1 heterodimerization, primary screen, cell-based, luminescence; actives 0.3% (n = 340,000); Mu-type opioid receptor (Homo sapiens) + Delta-type opioid receptor (Homo sapiens), …; cells; activation, % at 9.3 µM; in the data active = activation above about 18%;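 also: 0% = vehicle-treated cells and 100% = reference agonist; values of inactives mirror those of a sister screen read the other way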
Target sequence (P35372 whole entry, looked up): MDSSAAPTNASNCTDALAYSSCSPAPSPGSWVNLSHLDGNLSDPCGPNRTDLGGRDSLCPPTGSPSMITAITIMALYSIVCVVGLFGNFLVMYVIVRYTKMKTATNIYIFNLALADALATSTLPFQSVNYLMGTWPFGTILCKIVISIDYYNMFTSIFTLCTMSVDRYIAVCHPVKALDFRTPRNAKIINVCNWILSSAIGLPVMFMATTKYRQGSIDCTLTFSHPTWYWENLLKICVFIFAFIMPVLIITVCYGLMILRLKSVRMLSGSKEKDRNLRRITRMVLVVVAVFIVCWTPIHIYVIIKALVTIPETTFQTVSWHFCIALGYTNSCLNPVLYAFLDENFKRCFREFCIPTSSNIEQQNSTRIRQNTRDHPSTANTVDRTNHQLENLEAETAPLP
Target sequence (P41143 whole entry, looked up): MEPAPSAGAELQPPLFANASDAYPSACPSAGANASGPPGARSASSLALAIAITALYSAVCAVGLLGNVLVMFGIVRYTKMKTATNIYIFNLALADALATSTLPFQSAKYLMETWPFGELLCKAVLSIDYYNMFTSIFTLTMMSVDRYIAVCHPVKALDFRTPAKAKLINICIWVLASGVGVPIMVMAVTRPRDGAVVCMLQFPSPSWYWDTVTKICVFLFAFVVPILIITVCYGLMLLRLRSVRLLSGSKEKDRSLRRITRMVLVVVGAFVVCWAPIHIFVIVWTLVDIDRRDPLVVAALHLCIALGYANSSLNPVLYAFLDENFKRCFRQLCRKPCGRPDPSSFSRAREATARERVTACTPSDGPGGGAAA
PKA-R1A act: activators of PKA-R1A holoenzyme, primary screen, biochemical, fluorescence polarization, Cy5-IP20, bovine R1A, mouse PKAc; activation, % at 11.4 µM; AID 504707, 2011; cAMP-dependent protein kinase type I-alpha regulatory subunit (Bos taurus) + …; PKA-R1A dissociation; scaled: DMSO 0%, 113 µM cGMP 100%; actives 0.083% (n = 340,000);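 active = percent activation above the mean of all tested compounds plus 3 SD, cut at about 19% in these data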;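 also: higher means more PKAc released from R1A so a rise in polarization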
OPRM1-OPRD1 inv: inverse agonists of MOR-DOR heterodimerization, primary screen, cell-based, luminescence | Mu-type opioid receptor (Homo sapiens) + Delta-type opioid receptor (Homo sapiens), … | cell-based MOR-DOR heterodimer luminescence, inverse agonism | inhibition, % at 9.3 µM | actives 0.21% (n = 340,000) | AID 504357, 2011; in the data active = inhibition above about 22%, passing the limit was not always enough;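 also: 0% = cells with DMSO and 100% = wells without cells with DMSO; values of inactives mirror those of a sister screen read the other way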
Pemphigus Ab inh: inhibitors of pemphigus antibody binding to DSG3, primary screen, biochemical, bead-based, flow cytometry, scFv-GFP. DSG3-coupled beads, scFv-anti-DSG3-GFP binding; hits give low values. actives 0.48% (n = 310,000). binding (percent of control), % at 10 µM. AID 588358, 2011;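 active = binding more than 3 SD below its plate's average and above zero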;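 also: hits lower antibody fragment binding to DSG3; some compounds called inactive have numbers as strong as hits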
PKA-R2B act: activators of PKA-R2B holoenzyme, primary screen, biochemical, fluorescence polarization, Cy5-IP20, human | activation, % at 11.4 µM | cAMP-dependent protein kinase catalytic subunit beta (Homo sapiens) + cAMP-dependent … | AID 504700, 2011 | PKA-R2B holoenzyme dissociation; R2B truncated from residue 108, S112A mutant; 0% DMSO only, 100% 113 µM cGMP | actives 0.079% (n = 340,000);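 active = activation above a cutoff set at the mean over all compounds plus 3 SD, cut at about 18% in these data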;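 also: higher means more holoenzyme dissociation and a rise in polarization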
DAGLB inh: DAGLB lipase inhibitors, primary screen, biochemical, fluorescence, HTS; Diacylglycerol lipase-beta (Homo sapiens), Q8NCG7; HEK293T DAGLB membrane lysate, EnzChek fluorogenic substrate; inhibition, % at 5.17 µM; actives 0.059% (n = 340,000); in the data active = inhibition above about 34%;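 also: 0% = enzyme with vehicle and 100% = wells lacking enzyme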
An asterisk follows results filed as active; . = no result given. Not a hit list. Share with any hit: about 2.4%.

SMILES | HTR5A ag ctr | HTR5A inv ctr | Arrestin-AP2 inh | V-ATPase pH | MOR-DOR ag | PKA-R1A act | OPRM1-OPRD1 inv | Pemphigus Ab inh | PKA-R2B act | DAGLB inh
Nc1[nH]c(=O)nc2snnc12 | 0 | 0 | -3 | -1 | -0.1 | 10 | 0 | 110 | -2 | -3
S=C(NCCSCc1c(Cl)cccc1Cl)Nc1ccccc1 | 4 | 19 | 29 | -5 | 2.3 | 1 | -12 | 94 | -4 | -4
COc1cc(C(=O)NCC2(N3CCCCC3)CCCCC2)ccc1OCC(=O)N1CCOCC1 | 3 | 5 | 8 | 2 | -3.3 | 6 | 17 | 89 | -2 | -1
O=C(NCc1cccc(C(F)(F)F)c1)c1cccc(S(=O)(=O)N2CCN(Cc3ccccc3)CC2)c1 | 1 | -21 | 36 | -1 | -0.8 | -1 | 4 | 109 | 5 | -6
O=C(O)CCC(=O)NC1CCCCCCC1 | 0 | -1 | 15 | 0 | -1.6 | -4 | 9 | . | 1 | -2
C=CCNc1nc(S(=O)Cc2ccc(C)cc2)nc2c1CCCC2 (stereo not drawn) | -3 | 9 | -5 | -4 | -2.2 | 2 | 11 | 96 | 3 | 0
Cc1cccc(N=C2NN=C(c3c(C)[nH]c4ccccc34)CS2)c1 | 6 | -20 | -11 | -1 | -1.5 | 5 | 8 | 104 | -7 | 4
CCOC(=O)N1CCC(N2Cc3cccc(C(=O)Nc4c(C)cccc4CC)c3C2=O)CC1 | 2 | -18 | -6 | -1 | -0.5 | -5 | 3 | 105 | -1 | 1
COc1ccc(N2CCN(C(=O)CSc3nc4[nH]ncc4c(=O)n3-c3cccc4ccccc34)CC2)cc1 | -3 | -4 | 0 | 1 | -0.7 | -5 | 4 | 100 | 4 | 2
COc1ccc(OC(C)C(=O)N2CCc3ccccc3C2)cc1 (stereo not drawn) | -2 | -6 | 25 | -4 | -1.8 | 8 | 10 | . | -4 | -4
Cc1ccc(CSC2=NCCN2C(=O)C2CC2)cc1 | -1 | -16 | -1 | 1 | -0.8 | -3 | 5 | 101 | -13 | -2
COc1ccccc1NS(=O)(=O)/C=C/c1ccccc1 | -3 | 16 | 4 | 0 | -0.8 | 2 | 4 | 102 | 1 | -2
CC(C)c1ccccc1NC(=S)NCc1ccncc1 | -7 | -20 | -3 | 1 | -1.5 | 3 | 8 | 102 | 5 | 3
COC(=O)N/N=C\c1ccccc1OC/C=C/c1ccccc1 | 0 | 11 | -5 | 4 | -2.1 | -9 | 11 | 92 | -9 | -1
CCCn1nc(C(=O)OCC(=O)Nc2cccc(S(N)(=O)=O)c2)c2ccccc2c1=O | 3 | -10 | 16 | 2 | 2.7 | 4 | -13 | 103 | -1 | 1

Exported with two lines to a compound: part of the list above
The line under a structure holds: HTR5A ag ctr, HTR5A inv ctr, Arrestin-AP2 inh, V-ATPase pH, MOR-DOR ag, PKA-R1A act, OPRM1-OPRD1 inv, Pemphigus Ab inh, PKA-R2B act, DAGLB inh
S=C(NCCSCc1c(Cl)cccc1Cl)Nc1ccccc1
    4, 19, 29, -5, 2.3, 1, -12, 94, -4, -4
COc1cc(C(=O)NCC2(N3CCCCC3)CCCCC2)ccc1OCC(=O)N1CCOCC1
    3, 5, 8, 2, -3.3, 6, 17, 89, -2, -1

(cont.)
SMILES | HTR5A ag ctr | HTR5A inv ctr | Arrestin-AP2 inh | V-ATPase pH | MOR-DOR ag | PKA-R1A act | OPRM1-OPRD1 inv | Pemphigus Ab inh | PKA-R2B act | DAGLB inh
O=C(/C=C/c1cccnc1)c1cc(F)ccc1O | 3 | -9 | 22 | 4 | -3.5 | 6 | 19 | 96 | -6 | -3
CCCc1cc(C(=O)Cc2ccccn2)c(O)cc1O | 2 | -8 | 9 | 2 | -0.6 | 3 | 3 | 88 | -7 | -1
CC1CCCC(NC(=O)Cc2ccc(Br)cc2)C1C (stereo not drawn) | 8 | -12 | -6 | -1 | 5.8 | -12 | -35 | 110 | -3 | -1
CC(C)(C)c1ccc(C(=O)OCC(=O)NCc2ccco2)cc1 | -2 | 5 | -15 | 1 | -3.0 | 2 | 12 | 99 | -6 | -6
O=C(Nc1cccc(S(=O)(=O)N2CCCCC2)c1)[C@@H]1CCCN1S(=O)(=O)c1ccccc1C(F)(F)F | 8 | 4 | -16 | -3 | -2.0 | -12 | 8 | 104 | -15 | -2
O=C(COc1cccc(Cl)c1)Nc1nc(-c2ccc(S(=O)(=O)N3CCOCC3)cc2)cs1 | -1 | 0 | -6 | 5 | 4.4 | 0 | -20 | . | -7 | -2
COn1c(SCC(N)=O)nc2ccccc2c1=O | 4 | 20 | 4 | . | -2.1 | 4 | 13 | 98 | -9 | -1
CCn1ccnc1CN(C)Cc1nc(CCC(C)C)no1 | 0 | -3 | -43 | 0 | 1.0 | 1 | -5 | 105 | -1 | -5
O=C(C[C@@H]1C/C=C\C[C@@H](Cc2ccc(F)cc2)C(=O)OC[C@@H]2CCCN2C1=O)N[C@H](CO)Cc1ccccc1 | 3 | -8 | 6 | -2 | -2.4 | -9 | 14 | 106 | -13 | -1
O=C1N[C@@H](Cc2ccccc2)COC(=O)[C@@H](Cc2ccc(F)cc2)CC/C=C/C[C@H]1CC(=O)N(CCO)Cc1ccccc1 | 3 | 10 | -1 | -7 | 1.4 | 7 | -6 | 105 | 3 | 3
Cc1ccc(NC(=O)c2ccc(Cl)c(S(=O)(=O)N3CCc4ccccc43)c2)nc1 | 0 | -1 | 13 | 6 | 0.3 | 2 | -2 | 72 | -5 | -1
Cc1nnsc1C(=O)N/N=C/c1ccc(OC(F)(F)F)cc1 | 2 | -5 | 50 | -2 | -1.7 | -8 | 8 | . | 11 | -1
COc1cc2ccccc2cc1C(=O)NC(=S)Nc1ccc(C(=O)O)cc1 | -2 | 6 | 14 | 0 | -4.3 | -4 | 23 | 112 | -9 | -1
COc1ccccc1C1CCN(c2cc(O)ccc2[N+](=O)[O-])CC1 | 2 | -4 | -3 | 2 | 2.7 | 1 | -13 | . | 3 | 2
Cc1cc(NC(=O)c2ccc3c(c2)C(=O)N(Cc2cccnc2)C3=O)no1 | -6 | 15 | 4 | -6 | -0.5 | -3 | 3 | . | -17 | -3
O=C(CN(Cc1ccccc1)S(=O)(=O)c1ccccc1)N1CCOCC1 | 5 | -15 | 7 | -2 | -2.7 | -3 | 12 | 102 | 6 | 1
CCOC(=O)[C@H]1[C@H]2COc3ccc(OC)cc3[C@@H]2N2C(=O)c3cc(OC)ccc3NC(=O)[C@@]12C | 1 | 9 | 0 | 0 | -3.3 | -2 | 19 | 102 | -5 | -5
CCC1CCCCN1C(=O)c1ccc(OC)c(OC2CCN(C(C)C)CC2)c1 (stereo not drawn) | 0 | 2 | 28 | -3 | -2.5 | 7 | 13 | 106 | 8 | -1
CN(C(=O)COC(=O)c1cccc(NS(=O)(=O)c2ccc(F)c(F)c2)c1)C1CCS(=O)(=O)C1 (stereo not drawn) | 0 | -1 | 14 | 0 | -2.6 | -9 | 14 | 99 | 1 | 3
O=C(CNC(=O)c1ccccc1)Oc1ccc([N+](=O)[O-])cc1 | 3 | 5 | -9 | -2 | -2.5 | 5 | 16 | . | -11 | -1
COc1ccc(S(=O)(=O)Nc2ccccn2)c(C)c1C | 3 | -23 | -9 | 2 | -2.2 | 4 | 13 | . | -3 | 0
O=C(NCC(=O)N(Cc1ccccc1)C(C(=O)NC1CCCCC1)c1ccco1)c1ccco1 (stereo not drawn) | -3 | 7 | -2 | 5 | -2.9 | -3 | 12 | 107 | 5 | 1
Cc1ccc2c(COC(=O)C3=COCCO3)cc(=O)oc2c1 | -1 | -16 | -10 | -3 | -3.3 | 2 | 17 | 105 | -2 | 2
Nc1nc(-c2ccc(Br)cc2)cs1 | 1 | 3 | 2 | 2 | 0.4 | -6 | -2 | 160 | -7 | -2
COc1cccc(C(=O)OCn2nnc3ccccc3c2=O)c1OC | 7 | -22 | -6 | 2 | -0.6 | -12 | 3 | 96 | -4 | -2
Cc1csc(NC(=O)C(NS(=O)(=O)c2ccc(Br)s2)c2ccccc2)n1 (stereo not drawn) | 3 | -9 | 9 | 3 | 0.8 | 5 | -5 | 86* | 1 | 5
Cn1nnnc1Sc1ncnc2scc(-c3cccc(F)c3)c12 | 0 | -1 | 11 | 3 | -1.2 | -9 | 7 | 108 | -2 | 6
CCOC(=O)C1CCN(C(=O)c2ccc(SC)cc2OC)CC1 | -2 | 34 | -7 | 1 | 0.8 | 3 | -4 | 104 | -5 | 0
O=C(CN(C(=O)c1ccco1)c1cccc(F)c1)NCc1ccc(F)cc1 | 11* | -27 | 3 | 1 | -0.9 | -6 | 5 | . | 4 | 0
Cc1cc(C)n2nc(C(=O)OCC(=O)c3c[nH]c4ccccc34)nc2n1 | -4 | 9 | -1 | -2 | -0.5 | 3 | 2 | 99 | 6 | -2
O=C1N(Cc2cccc(Cl)c2)C[C@@H]2C[C@@H](c3c[nH]c4ccccc34)N3CCC[C@@]123 | 1 | -4 | 2 | 0 | 0.4 | -10 | -2 | 204 | 3 | -2
CSc1n[nH]c(-c2ccc(C(F)(F)F)cc2)n1 | -1 | 0 | 25 | -3 | -1.1 | -11 | 6 | 105 | -4 | -2
O=c1[nH]c(=O)n(CCOc2ccc(Cl)cc2)cc1Br | 0 | 11 | 2 | 0 | 0.7 | 8 | -3 | 100 | 1 | 1
COc1ccccc1-n1c(SCC(=O)O)nc2c(sc(=S)n2-c2ccc(Cl)c(C)c2)c1=O | 1 | -4 | 5 | 10 | -0.7 | -3 | 3 | 103 | -3 | 9
COc1ccc(-c2[nH]ncc2/C=N\NS(=O)(=O)c2ccc(Cl)cc2)cc1 | -2 | 12 | 32 | -4 | -3.6 | -3 | 16 | 95 | -25 | -2
COc1ccc(NC(=O)COC(=O)c2c(C)noc2C)cc1Cl | . | . | . | 0 | . | 5 | . | 105 | -9 | 0
Cc1[nH]c2ccccc2c1SCC(=O)Nc1nccs1 | -2 | -19 | 4 | 0 | -3.5 | 8 | 17 | 98 | 4 | 0
CCOc1cc(/C=N/NC(=O)Cc2ccc(C(F)(F)F)cc2[N+](=O)[O-])c(Br)cc1OC | 2 | -26 | 18 | -2 | 1.6 | -9 | -9 | 91 | 0 | 0
CCOC(=O)n1c(=O)n(Cc2ccc(OC)cc2)c2ccccc21 | 4 | -17 | -21 | -1 | -3.3 | -3 | 16 | 98 | -4 | -3
COc1ccc(NC(=O)CSCC(=O)N=c2sccn2C)cc1 | 7 | -16 | -4 | -4 | -3.7 | 1 | 20 | 104 | 0 | -2
